Screening data from PubChem.
iPSC survival up: enhancers of single-cell hiPSC survival, primary screen, ATPlite luminescence; 100% = ROCK inhibitor wells, 0% = DMSO; survival enhancement, % at 20 µM; hit rate 0.044% among 360,000; in the data active = survival enhancement above about 18%;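 note: cells exposed to compounds for 16 hours before the ATP read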
TRPM1 prom inh: inhibitors of MITF-dependent TRPM1 promoter reporter, primary screen, cell-based, SK-MEL-5, single point, luciferase; SK-MEL-5 TRPM1 promoter luciferase, 24 h; inhibition, % at 12.5 µM; hit rate 0.83% among 330,000;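 active = mean inhibition across replicates of 60% or more, whatever share of single replicates reaches that level; inconclusive = some that reach 60%, reason not given; inactive = mean inhibition across replicates below 60%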; note: values of inactives mirror those of a sister screen read the other way
Vif inh: HIV Vif self-association inhibitors, primary screen, imaging, HEK293T, single point; HEK293T cells, Vif self-association by quenched fluorescence, 24 h; inhibition, % at 7.49 µM; hit rate 0.35% among 340,000; in the data active = inhibition above about 50%, passing the limit was not always enough; inconclusive = no clear call, values can overlap the other calls; inactive = below about 31%; note: some results filed as inactive read as strong as hits
CaV13 ICDI inh: Primary screen for inhibitors of IQ motif and Ca2+-dependent inactivation inhibitor domain binding in CACNA1D, Förster resonance energy transfer in living cells, …; HEK cells, CFP/YFP FRET ICDI-IQ, plate reader, 10 min; percent FRET-ratio fall versus neutral wells; inhibition, % at 12.3 µM; hit rate 0.098% among 340,000; AID 743397;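 active = mean replicate inhibition of at least 30% and at least 1% of replicates passing that level; inconclusive = only one of the two criteria is met; inactive = neither criterion is met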;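 note: 0% = median of the neutral control wells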
NR2E3 ag-1: NR2E3 agonists in two-hybrid cells, primary screen, cell-based, luminescence, CHO-S, Gal4-NCOR/VP16-NR2E3 | Photoreceptor-specific nuclear receptor (Homo sapiens), Q9Y5X4 | luciferase | inhibition of corepressor binding, % at 3.98 µM | hit rate 0.35% among 360,000 | AID 602229, 2012;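 active = inhibition above the mean of all tested compounds plus 3 SD, cut at about 70% in these data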;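 note: 0% = DMSO with NR2E3 transfected cells and 100% = cells lacking NR2E3 construct; higher means lower luciferase signal from less NR2E3 corepressor binding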
Target sequence (Q9Y5X4 whole entry, looked up, the tested form may be a part): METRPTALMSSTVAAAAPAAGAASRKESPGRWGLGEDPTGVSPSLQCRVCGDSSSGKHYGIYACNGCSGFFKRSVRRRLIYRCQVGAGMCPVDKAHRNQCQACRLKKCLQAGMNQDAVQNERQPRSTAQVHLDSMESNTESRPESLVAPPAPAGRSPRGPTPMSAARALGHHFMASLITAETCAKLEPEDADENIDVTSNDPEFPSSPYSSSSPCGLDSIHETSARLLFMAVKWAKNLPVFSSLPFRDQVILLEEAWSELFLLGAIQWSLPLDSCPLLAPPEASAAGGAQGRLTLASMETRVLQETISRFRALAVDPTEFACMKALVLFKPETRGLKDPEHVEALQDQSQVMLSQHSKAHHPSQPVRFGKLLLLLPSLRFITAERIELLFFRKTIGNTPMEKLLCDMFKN
aDG glyco act: activators of alpha-DG glycosylation, primary screen, uHTS, Pro5-aDG cells, AlphaScreen | alpha-DG glycosylation AlphaScreen (IIH6); 0% Pro5, 100% B10-LARGE cell signal | activation, % at 10 µM | hit rate 0.22% among 360,000;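 active = activation of at least 8% versus controls, or a plate z-score of at least 8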;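 note: Pro5 are CHO cells carrying HIG-tagged alpha-DG that lacks glycosylation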
Peg3 promoter: Peg3 promoter-driven luciferase inhibitors, primary screen, cell-based, HeLa, luciferase luminescence; hit rate 1.7% among 360,000; inhibition, % at 20 µM; AID 588405, 2011; HeLa PEG-Prom luciferase reporter, overnight;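 active = inhibition of at least 50% at 20 µM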
Exocytosis inh: LAMP-1 surface exposure blockers, TALL-104 cells – cell-based, flow cytometry, MLPCN library, primary screen. TALL-104 LAMP-1 surface exposure; cells stimulated with thapsigargin and PMA. inhibition, % at 10 µM. hit rate 0.66% among 360,000. AID 651702, 2012;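 active = inhibition above about 55%, limit read from the data; inconclusive = no clear call, values can overlap the other calls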
HIF-2a inh: HIF-2a reporter inhibitors, primary screen, luminescence, 786-0 RCC cells; hit rate 0.72% among 360,000; 786-0 RCC cells HIF-2a reporter, luciferase luminescence, overnight; inhibition, % at 18.8 µM; AID 624352, 2012;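 active = inhibition of the luminescence signal of 40% or more relative to plate controls, in a single-dose primary screen at 18.75 µM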
NR2E3 ag-2: inhibitors of NR2E3-RetCOR corepressor binding, primary screen, NR2E3 agonist project, biochemical, TR-FRET, GST-NR2E3, biotin-RetCOR. hit rate 0.12% among 320,000. inhibition of corepressor binding, % at 4.78 µM. Photoreceptor-specific nuclear receptor (Homo sapiens), Q9Y5X4. AID 2300, 2010. 1536-well;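 active = percent inhibition above the cutoff of mean plus 3 SD of all tested compounds, set per screening campaign, cut at about 20% in these data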;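 note: 0% = DMSO wells and 100% = biotin wells as full block of FRET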
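System: GST-NR2E3 and biotin-RetCOR proteins; probe or stimulus: 7 nM biotin-RetCOR; doses: compound at 4.8 µM, single dose; schedule: Compound–protein incubation for 5 h at 4 °C; detection: time-resolved FRET; read-out: percent inhibition; controls: biotin wells as high control, 0.6% DMSO wells as low control; format: 1536-well plates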
PDI inh: inhibitors of human PDI, primary screen, biochemical, turbidity, single point, plate reader | Protein disulfide-isomerase (Homo sapiens), P07237 | PDI insulin aggregation turbidity, A650, 90 min | inhibition, % at 10 µM | hit rate 0.052% among 350,000;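 active = mean inhibition across replicates of 30% or more, whatever share of single replicates reach that level; inconclusive = mean inhibition below 30% while every single replicate reaches 30%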;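 note: absorbance from insulin aggregation driven by PDI reduction with DTT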
Target sequence (P07237 whole entry, looked up): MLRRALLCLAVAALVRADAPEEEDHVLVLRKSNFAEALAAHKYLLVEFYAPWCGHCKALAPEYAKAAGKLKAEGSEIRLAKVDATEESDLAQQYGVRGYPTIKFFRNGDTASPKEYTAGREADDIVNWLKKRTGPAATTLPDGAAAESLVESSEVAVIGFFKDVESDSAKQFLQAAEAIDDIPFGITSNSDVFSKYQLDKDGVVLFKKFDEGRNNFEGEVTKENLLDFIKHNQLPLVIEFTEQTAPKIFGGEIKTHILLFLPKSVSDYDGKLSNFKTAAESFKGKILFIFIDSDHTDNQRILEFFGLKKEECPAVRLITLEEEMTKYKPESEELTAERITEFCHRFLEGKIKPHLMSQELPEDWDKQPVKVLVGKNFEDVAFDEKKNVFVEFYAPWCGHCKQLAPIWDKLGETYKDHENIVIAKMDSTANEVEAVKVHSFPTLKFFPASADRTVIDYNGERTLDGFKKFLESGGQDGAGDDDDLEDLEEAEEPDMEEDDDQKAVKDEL
Starred values were filed as active, the others as inactive; ? = inconclusive; nt = no result given.

compound,iPSC survival up,TRPM1 prom inh,Vif inh,CaV13 ICDI inh,NR2E3 ag-1,aDG glyco act,Peg3 promoter,Exocytosis inh,HIF-2a inh,NR2E3 ag-2,PDI inh
COC(=O)CNC(=O)CSc1ccccn1,-0.3,7,5,-19,6,0.1,-1,4,9,-4,11
Cc1cn(CCC(=O)Nc2ccc(N3CCOCC3)cc2)c2ccccc12,-0.6,-81,4,-20,-60,0.1,-206,-2,-254,2,10
O=C(OCC#CCSc1nnc(-c2cccc3ccccc23)o1)c1ccc(Cl)cc1,-2.1,-7,4,-5,33,-0.1,-49,9,-57,nt,6
O=C(C[C@H]1C/C=C/CC[C@H](Cc2ccc(F)cc2)C(=O)O[C@H](c2ccccc2)CNC1=O)NCCO,-0.9,-7,-7,-9,-7,-0.2,-5,0,3,nt,2
CCOC(=O)C(Cc1ccnnc1)=NO,0.0,1,-6,-5,4,0.0,-2,0,3,nt,-6
Cn1c(=O)c2cc(NC(=S)NC3CCCCC3)ccc2n1Cc1cccc(C(F)(F)F)c1,-1.6,nt,-13,-5,5,0.8,13,-4,-16,nt,4
COn1c(=O)c(=O)n(O)c2ccccc21,-1.3,13,6,-5,-40,0.1,16,-2,20,1,5
COC(=O)C1CN(C(=O)C(C)Oc2ccccc2F)c2ccccc2O1 (stereo unspecified),-0.1,13,-18,-19,-13,0.0,-10,13,0,-3,-1
CCC(=O)c1ccc(Oc2nc3c(c(=O)n(C)c(=O)n3C)n2CC)cc1,-0.4,-6,-4,-2,9,0.1,5,-6,22,4,-8
COc1cccc(C(c2nnnn2-c2c(C)cccc2C)N2CCN(C/C=C/c3ccccc3)CC2)c1OC (stereo unspecified),0.0,nt,nt,-6,14,-0.5,-5,2,-16,nt,nt
Cc1cc(C)cc(C(=O)Nc2cc3c4c(c2)CC(=O)N4CCC3)c1,-0.4,-4,4,-5,0,0.1,10,47,-3,-3,13
O=C(CCC1COc2ccccc2O1)NCc1ccco1 (stereo unspecified),4.2,-4,-1,nt,5,0.2,14,1,10,2,-6
Cc1ccccc1N1C(=O)c2sc3nc4c(c(=O)n3c2C1=O)CCC4,-2.5,-2,-4,nt,4,0.1,6,-3,16,-2,1
Oc1ccc(/C=N/N(c2ccccc2)c2ccccc2)c(O)c1O,-0.4,-15,3,-2,-15,-0.2,0,5,28,0,3
Cc1ccc(S(=O)(=O)N2CCN(C(=S)NCC3CCCO3)CC2)cc1 (stereo unspecified),0.5,-5,1,-6,16,-0.1,-3,-2,4,-2,-10
COc1ccc2[nH]cc(C(O)CN3CCN(c4ccccc4F)CC3)c2c1 (stereo unspecified),-0.3,4,-3,-5,2,0.1,-4,1,16,2,8
Cc1ccccc1-n1c(SCC(=O)c2c(N)n(C3CC3)c(=O)[nH]c2=O)nnc1N1CCOCC1,-0.1,-1,-4,-2,-5,0.2,5,-4,9,2,2
COc1ccc(S(=O)(=O)N2CCCC(C(=O)NCCC3=CCCCC3)C2)cc1 (stereo unspecified),-0.8,7,-3,-1,-7,0.5,14,-1,21,-2,23
CCCOC(=O)c1ccc(OCC(O)CN2C(=O)NC(C)(C)C2=O)cc1 (stereo unspecified),-0.5,2,21,-5,-13,0.2,-9,-4,3,-3,-3
COc1ccc(S(=O)(=O)N2CC3C4C=CC(C4)C3C2)cc1 (stereo unspecified),-0.3,30,-1,-9,6,0.1,15,-4,3,-1,-4
Cc1c(NC(=O)C(C)OC(=O)c2sc3ccccc3c2Cl)c(=O)n(-c2ccccc2)n1C (stereo unspecified),1.1,7,108*,-19,13,0.0,33,0,10,2,6
O=C(NCc1ccccc1Cl)C1CCN(S(=O)(=O)c2ccc(F)cc2)CC1,-4.3,0,6,-3,-13,-0.3,11,-6,12,1,0
C=CCN1C(=O)C(C)NC1=S (stereo unspecified),-0.7,10,13,-1,-8,-0.1,-1,4,15,nt,4
CCC1(C)Cc2nc3[nH]c(=S)n(-c4ccc(C)cc4)c(=O)c3cc2CO1 (stereo unspecified),2.2,6,10,-3,-27,-0.1,-2,4,5,-4,-10
CC(C)n1c(NCCO)nc2ccccc21,-0.4,15,8,-2,-5,-0.1,0,-2,12,-1,-4

An excerpt of these results, with two lines to a compound:
Order of values – iPSC survival up	TRPM1 prom inh	Vif inh	CaV13 ICDI inh	NR2E3 ag-1	aDG glyco act	Peg3 promoter	Exocytosis inh	HIF-2a inh	NR2E3 ag-2	PDI inh
> O=C(C[C@H]1C/C=C/CC[C@H](Cc2ccc(F)cc2)C(=O)O[C@H](c2ccccc2)CNC1=O)NCCO
  -0.9	-7	-7	-9	-7	-0.2	-5	0	3	nt	2
> COc1ccc(S(=O)(=O)N2CCCC(C(=O)NCCC3=CCCCC3)C2)cc1 (stereo unspecified)
  -0.8	7	-3	-1	-7	0.5	14	-1	21	-2	23
> Cc1ccc(S(=O)(=O)N2CCN(C(=S)NCC3CCCO3)CC2)cc1 (stereo unspecified)
  0.5	-5	1	-6	16	-0.1	-3	-2	4	-2	-10
> COn1c(=O)c(=O)n(O)c2ccccc21
  -1.3	13	6	-5	-40	0.1	16	-2	20	1	5
> COC(=O)CNC(=O)CSc1ccccn1
  -0.3	7	5	-19	6	0.1	-1	4	9	-4	11
> CCC(=O)c1ccc(Oc2nc3c(c(=O)n(C)c(=O)n3C)n2CC)cc1
  -0.4	-6	-4	-2	9	0.1	5	-6	22	4	-8
> O=C(CCC1COc2ccccc2O1)NCc1ccco1 (stereo unspecified)
  4.2	-4	-1	nt	5	0.2	14	1	10	2	-6

Gathered by group, the entries above with an aryl thioether with sulfur outside any ring.
compound,iPSC survival up,TRPM1 prom inh,Vif inh,CaV13 ICDI inh,NR2E3 ag-1,aDG glyco act,Peg3 promoter,Exocytosis inh,HIF-2a inh,NR2E3 ag-2,PDI inh
COC(=O)CNC(=O)CSc1ccccn1,-0.3,7,5,-19,6,0.1,-1,4,9,-4,11
O=C(OCC#CCSc1nnc(-c2cccc3ccccc23)o1)c1ccc(Cl)cc1,-2.1,-7,4,-5,33,-0.1,-49,9,-57,nt,6
Cc1ccccc1-n1c(SCC(=O)c2c(N)n(C3CC3)c(=O)[nH]c2=O)nnc1N1CCOCC1,-0.1,-1,-4,-2,-5,0.2,5,-4,9,2,2

Next results follow:
compound,iPSC survival up,TRPM1 prom inh,Vif inh,CaV13 ICDI inh,NR2E3 ag-1,aDG glyco act,Peg3 promoter,Exocytosis inh,HIF-2a inh,NR2E3 ag-2,PDI inh
Cc1ccc(CNC(=O)CCCc2ccccc2)cc1,-0.8,14,0,-6,-25,0.0,-2,0,-16,0,-5
COc1ccc(C(NCC(=O)Nc2c(C)cccc2C)c2ccccc2)cc1 (stereo unspecified),-0.2,4,-3,-6,-5,0.5,5,11,16,1,-5
NC(=O)CSc1nc2scc(-c3ccco3)c2c(=O)n1-c1ccccc1,1.1,6,5,-7,-5,-0.1,16,1,13,2,-7
CCOC(=O)C(C(C)=O)C(c1ccc(OCCC(C)C)cc1)C(C(C)=O)C(=O)OCC (stereo unspecified),-0.4,-5,-4,-8,5,0.5,30,0,2,4,-14
O=C(Nc1nc(-c2ccccn2)cs1)c1cc(S(=O)(=O)N2CCOCC2)ccc1F,-0.3,6,-9,-6,-5,2.2,8,3,7,2,-13
O=C(NCc1ccc2c(c1)OCO2)c1cc(-c2ccccc2Cl)on1,-1.0,2,-2,-5,-51,0.3,-142,-1,-182,-1,-2
O=C(COc1ccc(Br)cc1)OCC(=O)N1CCOCC1,0.1,-5,6,-5,15,0.1,2,-2,-2,nt,5
COc1ccccc1P(=O)(c1ccccc1)c1ccccc1NC(C)=O (stereo unspecified),-0.7,2,9,5,-24,0.0,13,-8,13,0,6
O=C(Oc1cccc([N+](=O)[O-])c1)C1CCN(C(=O)c2ccc(F)cc2)CC1,-0.5,13,-1,-2,-19,0.2,14,-3,5,-2,-2
CCC(C)c1ccc(NC(=O)c2cccs2)cc1 (stereo unspecified),-2.0,-47,2,nt,-150,0.8,-240,5,-262,4,-11
O=C1O[C@@H](c2ccccc2)C[C@@H](O)C(=O)CCc2ccccc21,-0.3,nt,nt,-7,-21,0.1,nt,0,2,nt,nt
O=C(c1cc2cc(Br)ccc2o1)N1CCN(c2ccccc2)CC1,-0.2,-2,-4,-10,-20,0.3,-211,-2,-201,5,-8
Cn1nnnc1SCC(=O)NCCCc1ccccc1,-2.0,-1,?,0,-15,0.1,-14,6,1,0,-10
C=CCn1c(SC)nnc1C1COc2ccccc2O1 (stereo unspecified),0.9,-2,9,-4,9,0.0,18,-1,12,-1,-4
O=C(NC1CCN(C(=S)NCc2ccco2)CC1)c1cccc(F)c1,-0.2,10,2,-2,-11,-0.1,4,-1,20,-2,-5
COc1ccc(NC(=O)CN2C(=O)NC(C)(c3ccccc3)C2=O)cc1Cl (stereo unspecified),-0.5,13,7,-4,2,-0.1,-11,-6,-2,1,4
COc1ccc(S(=O)(=O)N2CCOCC2)cc1NC(=O)CN1C(=O)NC(C)(C2CC2)C1=O (stereo unspecified),-3.8,-4,4,-3,-34,0.1,-3,-4,15,-1,3
